FBW7 activator = human FBW7 E3 ligase activation, primary screen; hit rate 0.13% among 650,000; AlphaScreen FBW7–phospho-cyclin E peptide binding, activator screen; normalized activity (activation), % at 26.1 µM; in the data active = normalized activity above about 1.9%;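 note: purified mutant Fbw7 with reduced substrate affinity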
Target sequence (Q969H0 whole entry, looked up): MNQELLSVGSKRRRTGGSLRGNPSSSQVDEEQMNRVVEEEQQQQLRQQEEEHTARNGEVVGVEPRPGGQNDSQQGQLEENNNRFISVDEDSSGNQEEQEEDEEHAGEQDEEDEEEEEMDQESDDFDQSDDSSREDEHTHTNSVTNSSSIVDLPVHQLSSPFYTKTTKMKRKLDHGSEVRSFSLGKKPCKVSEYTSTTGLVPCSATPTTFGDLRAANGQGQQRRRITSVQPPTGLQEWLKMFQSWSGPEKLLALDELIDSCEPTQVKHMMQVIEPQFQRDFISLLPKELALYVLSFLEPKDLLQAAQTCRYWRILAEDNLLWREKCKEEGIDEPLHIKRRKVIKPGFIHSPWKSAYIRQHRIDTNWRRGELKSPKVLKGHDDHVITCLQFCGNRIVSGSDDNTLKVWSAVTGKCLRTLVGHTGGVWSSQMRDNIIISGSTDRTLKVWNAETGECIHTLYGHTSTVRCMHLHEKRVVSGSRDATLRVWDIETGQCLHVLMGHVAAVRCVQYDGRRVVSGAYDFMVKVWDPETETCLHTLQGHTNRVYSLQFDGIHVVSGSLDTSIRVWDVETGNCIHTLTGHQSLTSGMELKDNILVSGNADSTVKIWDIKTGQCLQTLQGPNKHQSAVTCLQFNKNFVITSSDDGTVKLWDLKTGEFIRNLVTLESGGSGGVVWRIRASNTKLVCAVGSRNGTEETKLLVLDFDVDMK
MITF inh = human MITF inhibition, primary screen; O75030; AlphaScreen MITF homodimerization, bead proximity signal; inhibition, % at 2.6 µM; hit rate 0.91% among 650,000; in the data active = inhibition above about 50%;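 note: 0% = vehicle wells with protein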
TEAD-YAP inh = TEAD-YAP interaction inhibition. HEK-TIYL cells, TEAD-Gal4/YAP UAS-luciferase luminescence. inhibition, % at 9.12 µM. hit rate 1.4% among 640,000; in the data active = inhibition above about 32%;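 note: 0% = median of test compound wells and 100% = reference inhibitor wells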
GPR151 ag = activates the human receptor GPR151; PathHunter beta-arrestin GPR151 cells, luminescence; activation, % at 11.2 µM; hit rate 1% among 650,000; AID 1508602; in the data active = activation above about 4.9%;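 note: 0% = median of compound wells and 100% = cells with positive control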
Target sequence (Q8TDV0 whole entry, looked up): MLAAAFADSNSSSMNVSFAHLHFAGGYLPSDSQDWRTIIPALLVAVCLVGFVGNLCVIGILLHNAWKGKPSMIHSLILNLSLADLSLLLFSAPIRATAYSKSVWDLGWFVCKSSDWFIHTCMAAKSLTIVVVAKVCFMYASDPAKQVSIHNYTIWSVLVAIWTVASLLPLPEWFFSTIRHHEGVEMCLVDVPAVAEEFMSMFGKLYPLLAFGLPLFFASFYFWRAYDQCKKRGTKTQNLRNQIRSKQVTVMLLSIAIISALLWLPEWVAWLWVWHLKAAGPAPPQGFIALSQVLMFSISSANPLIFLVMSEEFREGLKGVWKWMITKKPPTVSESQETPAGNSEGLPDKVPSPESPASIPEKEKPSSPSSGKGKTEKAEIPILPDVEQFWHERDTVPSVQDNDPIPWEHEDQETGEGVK
An asterisk follows results filed as active.

What do the screens show for `CCc1cc2c(cc3c(=O)n(CC(=O)O)ncn32)s1`?
FBW7 activator: -0.2; MITF inh: 1; TEAD-YAP inh: 0; GPR151 ag: 0.4

How did COc1ccc(O)c(/C=N/NC(=O)CNc2ccc(Cl)cc2C)c1 do in these assays?
FBW7 activator: 0.0; MITF inh: 9; TEAD-YAP inh: 12; GPR151 ag: -0.8

How did CN1CC(C(=O)N2CCC(c3ccnc4nc(C(F)(F)F)nn34)CC2)CC1=O (stereo not drawn) do in these assays?
FBW7 activator: 0.2; MITF inh: 21; TEAD-YAP inh: 0; GPR151 ag: -0.8

How did Cc1ccc(NC(=O)c2cc(F)ccc2[N+](=O)[O-])cc1 do in these assays?
FBW7 activator: -0.1; MITF inh: 0; TEAD-YAP inh: 52*; GPR151 ag: -0.5

What do the screens show for `COc1cccc(NC(=O)CSc2nc3ccsc3c(=O)n2Cc2ccccn2)c1`?
FBW7 activator: 0.0; MITF inh: 3; TEAD-YAP inh: -25; GPR151 ag: -0.4

How did COc1ccc(-c2noc(CC(=O)Nc3ccc(F)c(Cl)c3)n2)cc1 do in these assays?
FBW7 activator: 0.5; MITF inh: 18; TEAD-YAP inh: -1; GPR151 ag: -0.6

What do the screens show for `CCOC(=O)C(C)n1nc(C)n2c(cc3sc(C)cc32)c1=O` (stereo not drawn)?
FBW7 activator: 0.1; MITF inh: -11; TEAD-YAP inh: -4; GPR151 ag: 1.9

What do the screens show for `CC(C)Cn1c(=O)c2c(nc3n2CC(C)CN3c2ccc(Br)cc2)n(C)c1=O` (stereo not drawn)?
FBW7 activator: 0.6; MITF inh: 10; TEAD-YAP inh: -4; GPR151 ag: 3.9

Results for CC(=O)Nc1ccc(C(=O)Nc2ccc(F)c([N+](=O)[O-])c2)cc1 ?
FBW7 activator: 0.0; MITF inh: 4; TEAD-YAP inh: 14; GPR151 ag: 0.3

How did CC(=NCCCN1CCOCC1)c1c(C)[nH]n(-c2ccc(Br)cc2Br)c1=O do in these assays?
FBW7 activator: 0.1; MITF inh: 2; TEAD-YAP inh: -3; GPR151 ag: 1.0

Results for CC(C)CN1CCN(CC#Cc2ccccc2)CC1CCO (stereo not drawn) ?
FBW7 activator: -0.1; MITF inh: -8; TEAD-YAP inh: -7; GPR151 ag: 0.3

How did O=C(Oc1ccc(OC(=O)c2ccncc2)c(Cl)c1)c1ccncc1 do in these assays?
FBW7 activator: -0.1; MITF inh: 12; TEAD-YAP inh: 0; GPR151 ag: 0.3

Results for Cc1ccc(C(=O)Nc2cccc(O)c2)o1 ?
FBW7 activator: 0.1; MITF inh: 16; TEAD-YAP inh: 2; GPR151 ag: -1.9

How did O=C(/C=C/c1ccc2c(c1)OCO2)NCc1ccc(Cl)cc1 do in these assays?
FBW7 activator: 0.6; MITF inh: 15; TEAD-YAP inh: 12; GPR151 ag: -0.9

What do the screens show for `Oc1ccc(CCNc2ccnc(N3CCN(c4ccccn4)CC3)n2)cc1`?
FBW7 activator: 0.0; MITF inh: -7; TEAD-YAP inh: 6; GPR151 ag: 6.2*

Results for Cc1ccc(NC(=O)CN(c2ccc(Br)c(C)c2)S(C)(=O)=O)cc1 ?
FBW7 activator: 0.1; MITF inh: 9; TEAD-YAP inh: -3; GPR151 ag: 1.6

What do the screens show for `O=C(O)c1ccc2c(c1)OCCO2`?
FBW7 activator: -0.2; MITF inh: -1; TEAD-YAP inh: 4; GPR151 ag: 0.4

What do the screens show for `C=CCc1cccc2cc(C(=O)NNc3ccc([N+](=O)[O-])cc3[N+](=O)[O-])c(=O)oc12`?
FBW7 activator: -0.5; MITF inh: 1; TEAD-YAP inh: 3; GPR151 ag: -0.6

What do the screens show for `O=C(c1cc2cccnc2n(Cc2ccc(F)cc2)c1=O)N1CCN(c2ccccc2F)CC1`?
FBW7 activator: 0.2; MITF inh: 6; TEAD-YAP inh: 3; GPR151 ag: 0.0

How did CCOC(=O)c1sc(C)c(C#N)c1N do in these assays?
FBW7 activator: 0.0; MITF inh: 0; TEAD-YAP inh: 7; GPR151 ag: 0.4

In the list so far, these have a nitro group on carbon.
How did Cc1ccc(NC(=O)c2cc(F)ccc2[N+](=O)[O-])cc1 do in these assays?
FBW7 activator: -0.1; MITF inh: 0; TEAD-YAP inh: 52*; GPR151 ag: -0.5

Results for CC(=O)Nc1ccc(C(=O)Nc2ccc(F)c([N+](=O)[O-])c2)cc1 ?
FBW7 activator: 0.0; MITF inh: 4; TEAD-YAP inh: 14; GPR151 ag: 0.3

What do the screens show for `C=CCc1cccc2cc(C(=O)NNc3ccc([N+](=O)[O-])cc3[N+](=O)[O-])c(=O)oc12`?
FBW7 activator: -0.5; MITF inh: 1; TEAD-YAP inh: 3; GPR151 ag: -0.6

Later entries.
Results for CCCCC(=O)NCCNc1nc2c(c(=O)n(C)c(=O)n2C)n1Cc1cc(C)ccc1C ?
FBW7 activator: 0.0; MITF inh: 4; TEAD-YAP inh: -1; GPR151 ag: -0.1

Results for FC(F)(F)c1ccc(-c2nnc3ccc(C(F)(F)F)cn23)cc1 ?
FBW7 activator: -0.3; MITF inh: 3; TEAD-YAP inh: -5; GPR151 ag: -0.4

How did O=C(NCCN1CCOCC1)C(Cc1ccccc1)NS(=O)(=O)c1ccc(Cl)cc1 (stereo not drawn) do in these assays?
FBW7 activator: 0.1; MITF inh: 2; TEAD-YAP inh: 9; GPR151 ag: -0.1

What do the screens show for `Cc1nc(CN(C)C(=O)CC2C(=O)NCCN2Cc2ccc(F)cc2)cs1` (stereo not drawn)?
FBW7 activator: -0.1; MITF inh: 1; TEAD-YAP inh: 2; GPR151 ag: 0.6

What do the screens show for `Cc1cc(C)n(-c2cccc(F)c2)c(=O)c1C#N`?
FBW7 activator: 0.8; MITF inh: 3; TEAD-YAP inh: -8; GPR151 ag: -0.3

Results for CCCc1cc(C(=O)N[C@H](Cn2nc(-c3cccs3)ccc2=O)C(C)C)no1 ?
FBW7 activator: 0.2; MITF inh: 8; TEAD-YAP inh: 0; GPR151 ag: 0.3

Results for CCOC(=O)c1[nH]c(C)c(C(=O)Nc2cc(C)on2)c1C ?
FBW7 activator: -0.1; MITF inh: 10; TEAD-YAP inh: -5; GPR151 ag: -0.7

Results for CC(C)n1cnc2c(NCc3ccccc3)nc(Nc3cccc(N(C)C)c3)nc21 ?
FBW7 activator: 0.9; MITF inh: 8; TEAD-YAP inh: -11; GPR151 ag: -1.6

What do the screens show for `Cn1ncc(I)c1C(=O)N1CCc2ccccc2C1`?
FBW7 activator: 0.0; MITF inh: -2; TEAD-YAP inh: -9; GPR151 ag: 2.1

Results for CCOC(=O)C1=C(O)/C(=C/c2ccc(OC)cc2OC)SC1=Nc1ccc([N+](=O)[O-])cc1 ?
FBW7 activator: 0.3; MITF inh: 12; TEAD-YAP inh: -6; GPR151 ag: 0.2

What do the screens show for `CC(=O)Oc1ccc(C(=O)N2CCN(c3ccccc3)CC2)cc1`?
FBW7 activator: 0.2; MITF inh: 9; TEAD-YAP inh: 10; GPR151 ag: -0.5

How did CCOC(=O)C1=CN(c2cc(C)cc(C)c2)C=C(C(=O)OCC)C1c1ccc(OC)cc1 do in these assays?
FBW7 activator: 0.0; MITF inh: 1; TEAD-YAP inh: 4; GPR151 ag: -1.0

What do the screens show for `O=C(N/N=C/c1c(F)cccc1Cl)c1cccc([N+](=O)[O-])c1`?
FBW7 activator: -0.1; MITF inh: 18; TEAD-YAP inh: -1; GPR151 ag: 0.9

How did CCc1ccccc1N(CC)C(=O)Nc1cn(C)c(=O)c2ccccc12 do in these assays?
FBW7 activator: 0.1; MITF inh: 4; TEAD-YAP inh: -1; GPR151 ag: 1.8

What do the screens show for `CCOC(=O)Cc1csc(/N=C/c2nc(-c3cccc(OC)c3)oc2O)n1`?
FBW7 activator: 0.2; MITF inh: -4; TEAD-YAP inh: 6; GPR151 ag: -0.7

What do the screens show for `CN1CCN(c2ccc(/C=C3/SC(=S)NC3=O)cc2[N+](=O)[O-])CC1`?
FBW7 activator: -0.1; MITF inh: 1; TEAD-YAP inh: -4; GPR151 ag: 0.2

Results for COC(CN(C)S(=O)(=O)c1cccc2cccnc12)OC ?
FBW7 activator: -0.2; MITF inh: -1; TEAD-YAP inh: 1; GPR151 ag: -0.3

How did CCN1CCN(C(=S)Nc2ccc(Br)cc2)CC1 do in these assays?
FBW7 activator: 0.0; MITF inh: 11; TEAD-YAP inh: 2; GPR151 ag: 1.6

Results for COc1cc(Br)c(CC2c3cc(OC)c(OC)cc3CCN2C)cc1OC (stereo not drawn) ?
FBW7 activator: -0.1; MITF inh: 16; TEAD-YAP inh: -8; GPR151 ag: -1.4

Results for Cc1nc(C)c(-c2ccc(SCC(=O)Nc3ccc([N+](=O)[O-])cc3)nn2)s1 ?
FBW7 activator: 0.5; MITF inh: 2; TEAD-YAP inh: 47*; GPR151 ag: 0.6

In the list so far, these have an NH in an aromatic ring.
How did CC(=NCCCN1CCOCC1)c1c(C)[nH]n(-c2ccc(Br)cc2Br)c1=O do in these assays?
FBW7 activator: 0.1; MITF inh: 2; TEAD-YAP inh: -3; GPR151 ag: 1.0

Results for CCOC(=O)c1[nH]c(C)c(C(=O)Nc2cc(C)on2)c1C ?
FBW7 activator: -0.1; MITF inh: 10; TEAD-YAP inh: -5; GPR151 ag: -0.7

Going on with the list:
How did CC(=O)Nc1ccc(NC=C2C(=O)OC3(CCCCC3)OC2=O)cc1 do in these assays?
FBW7 activator: -0.1; MITF inh: 10; TEAD-YAP inh: 1; GPR151 ag: -0.4

How did O=c1[nH]c2ccccc2c(=O)n1NC(=S)NC1CC2CCC1C2 (stereo not drawn) do in these assays?
FBW7 activator: -0.1; MITF inh: 1; TEAD-YAP inh: 4; GPR151 ag: -1.9

What do the screens show for `Cc1cc(C)cc(OCCN2CCOCC2)c1`?
FBW7 activator: -0.1; MITF inh: -8; TEAD-YAP inh: -3; GPR151 ag: 0.4

What do the screens show for `COc1ccccc1NC(=O)c1ccc(C)s1`?
FBW7 activator: 1.1; MITF inh: 12; TEAD-YAP inh: -79; GPR151 ag: -1.3

Results for O=C(CCc1ccccc1)Nc1ccccc1F ?
FBW7 activator: 0.4; MITF inh: -6; TEAD-YAP inh: -14; GPR151 ag: -2.6

Results for N#Cc1c(Nc2ccccc2)ccnc1Oc1ccccc1 ?
FBW7 activator: 0.1; MITF inh: 2; TEAD-YAP inh: -5; GPR151 ag: 1.4

How did Cc1cccc(CCN(CC(=O)NCc2ccc(F)cc2)C(=O)c2csnn2)c1 do in these assays?
FBW7 activator: 0.2; MITF inh: 26; TEAD-YAP inh: -12; GPR151 ag: -1.8

Results for O=C1C(=O)c2c(C(=O)c3cccs3)coc2-c2ccccc21 ?
FBW7 activator: -0.1; MITF inh: 13; TEAD-YAP inh: -3; GPR151 ag: 0.3

Results for Cn1cc(Cl)c(-c2nc3ccccc3[nH]2)n1 ?
FBW7 activator: 0.5; MITF inh: 13; TEAD-YAP inh: -9; GPR151 ag: -4.1

What do the screens show for `Cc1cccc(NC(=O)NC(=O)N(c2ccc(Cl)cc2)S(C)(=O)=O)c1`?
FBW7 activator: 0.0; MITF inh: 2; TEAD-YAP inh: 1; GPR151 ag: 0.3

Results for COc1cccc(CNC(=O)c2nn(C)c3c2COc2ccccc2-3)c1 ?
FBW7 activator: -0.2; MITF inh: -4; TEAD-YAP inh: -3; GPR151 ag: -0.6

How did CCOCCCn1c(-c2c(Cl)c(C)nn2C)n[nH]c1=S do in these assays?
FBW7 activator: -0.1; MITF inh: -1; TEAD-YAP inh: 0; GPR151 ag: 0.3

How did Cc1ccc(NC(=O)c2cccs2)cc1NC(=O)/C=C/C(=O)O do in these assays?
FBW7 activator: 0.1; MITF inh: 17; TEAD-YAP inh: -44; GPR151 ag: -0.9

How did NC(=NC1CCCCC1)c1cc(I)cc([N+](=O)[O-])c1 do in these assays?
FBW7 activator: 0.5; MITF inh: 9; TEAD-YAP inh: -1; GPR151 ag: -0.1

How did COc1ccc(CN2CCc3nnc(CCNC(=O)C4CCC4)n3CC2)c(O)c1 do in these assays?
FBW7 activator: 0.1; MITF inh: 12; TEAD-YAP inh: -1; GPR151 ag: 0.7

How did O=C(COC(=O)c1cc(S(=O)(=O)N2CCOCC2)c(Cl)cc1Cl)c1ccc[nH]1 do in these assays?
FBW7 activator: 0.9; MITF inh: 8; TEAD-YAP inh: -5; GPR151 ag: 2.6

Results for Cc1ccccc1NC(=O)N1CCC(NC(=O)C2CCCCC2)CC1 ?
FBW7 activator: 0.1; MITF inh: 12; TEAD-YAP inh: 8; GPR151 ag: -0.3

Results for O=C(Nc1cnn(-c2cccc(C(=O)NC3CCN(C4CC4)CC3)c2)c1)Nc1ccccc1Cl ?
FBW7 activator: -0.1; MITF inh: 6; TEAD-YAP inh: -21; GPR151 ag: 0.1

Results for Cc1ccc(C)c(S(=O)(=O)Nc2ccc(C(=O)N3CC(C)CC(C)C3)cc2)c1 (stereo not drawn) ?
FBW7 activator: -0.1; MITF inh: 11; TEAD-YAP inh: 2; GPR151 ag: -0.6

What do the screens show for `Cc1[nH]nc2c1C(c1cn(CC(=O)N3CCCCCC3)c3ccccc13)C(C#N)=C(N)O2` (stereo not drawn)?
FBW7 activator: -0.4; MITF inh: 7; TEAD-YAP inh: 10; GPR151 ag: 2.2

Results for Cc1ccc(C2CC(c3cccs3)=NN2C(=O)CSc2nnc(CNC(=O)COc3ccccc3)n2CCc2ccccc2)cc1 (stereo not drawn) ?
FBW7 activator: -0.2; MITF inh: 2; TEAD-YAP inh: -13; GPR151 ag: -0.3

Results for COc1ccc(-n2nc3c(c2NC(=O)c2cccc4ccccc24)CS(=O)(=O)C3)cc1 ?
FBW7 activator: 0.4; MITF inh: -3; TEAD-YAP inh: 9; GPR151 ag: 0.0

What do the screens show for `CC(C(=O)Oc1cccc2cccnc12)N1C(=O)c2ccccc2C1=O` (stereo not drawn)?
FBW7 activator: 0.6; MITF inh: 23; TEAD-YAP inh: 3; GPR151 ag: -0.3

An unsorted share of the library. Share with any hit: about 3.4%.
